# Screens as filed in PubChem.
# RTF Ca sens inh: cardiac RTF calcium desensitization | P19429+P45379 | IANBD-labeled cardiac RTF, Ca2+ fluorescence | inhibition, % at 7.15 µM | 340,000 tested, 0.12% active;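 active = inhibition above the mean inhibition of all tested compounds plus 3 SD, cut at about 17% in these data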;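 also: assay run at fixed EC70 calcium of 1.6 mM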
# Rtt109 Vps75: blocks Candida albicans Rtt109/Vps75 acetyltransferase activity; Q5AAJ8; purified Rtt109/Vps75, ThioGlo CoA-SH fluorescence, 4 h; inhibition, % at 34.9 µM; 330,000 tested, 0.16% active; AID 540336;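 active = inhibition of at least 50% in every replicate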
# Target sequence (Q5AAJ8 whole entry, looked up): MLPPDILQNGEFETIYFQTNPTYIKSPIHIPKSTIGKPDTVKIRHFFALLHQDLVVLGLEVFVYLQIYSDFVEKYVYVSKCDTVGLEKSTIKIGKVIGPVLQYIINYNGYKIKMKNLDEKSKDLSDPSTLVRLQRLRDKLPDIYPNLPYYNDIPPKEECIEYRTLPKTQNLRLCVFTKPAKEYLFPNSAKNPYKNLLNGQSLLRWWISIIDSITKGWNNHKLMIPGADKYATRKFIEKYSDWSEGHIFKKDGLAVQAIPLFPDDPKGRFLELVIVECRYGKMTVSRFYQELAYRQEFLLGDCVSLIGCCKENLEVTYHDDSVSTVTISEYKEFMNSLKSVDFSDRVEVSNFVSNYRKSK
# SR-BI uptake up: enhances SR-BI lipid uptake from DiI-HDL; activation, % at 12.5 µM; 320,000 tested, 0.096% active; CHO ldlA[mSR-BI] cells, DiI-HDL uptake fluorescence, 3 h; 100 = double the neutral-control signal;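 active = mean replicate activation of at least 60% and every replicate at or above 60%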;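 also: 0% = median plate neutral-control signal and 100% = twice that signal; values of inactives mirror those of a sister screen read the other way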
#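 Assay system: LDL receptor-deficient CHO ldlA cells overexpressing murine SR-BI / Medium: BSA-supplemented, HEPES-buffered Ham's F12, pH 7.4 / Probe or stimulus: DiI-labelled HDL at 10 µg/mL final / Timing: compound with DiI-HDL co-incubation, 3 h at 37 °C / Technique: bottom-read cell fluorescence after medium removal, ex 550/em 595 nm / Measure: HDL uptake via cellular fluorescence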
# CAL PDZ FP-1: human CAL PDZ-peptide interaction inhibition; Q9HD26; purified CAL PDZ, TMR-peptide fluorescence polarization, 1 h; inhibition, % at 20 µM; 330,000 tested, 0.02% active; AID 504414;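 active = highest replicate inhibition of at least 40%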;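 also: plate controls were DMSO neutral control wells for no effect and unlabeled competitor peptide control wells for full effect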
#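 Test system: purified CerCALP PDZ construct; Compound dosing: one concentration, 20 µM compound; Also added: TMR-labelled reporter peptide T*-PRC34 bound in PDZ groove; Read-out: inhibition from polarization loss; Controls: unlabelled peptide and DMSO controls; Signal: FP readout, S and P plane fluorescence; Incubation: 1 h at RT.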
# PKA-R2B act: activators of human PKA-R2B complex; P22694+P31323; PKA-R2B holoenzyme dissociation, Cy5-IP20 fluorescence polarization; R2B truncated from residue 108, S112A mutant; 0% DMSO only, 100% 113 µM cGMP; activation, % at 11.4 µM; 340,000 tested, 0.079% active;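 active = activation above a cutoff set at the mean over all compounds plus 3 SD, cut at about 18% in these data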;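 also: higher means more holoenzyme dissociation and a rise in polarization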
# C-LANA FP: blocks KSHV LANA C-terminal domain binding to DNA. MBP-C-LANA/FAM-LBS DNA binding, fluorescence polarization. inhibition, % at 9 µM. 340,000 tested, 0.078% active;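 active = highest replicate inhibition at or above 60% at 9 µM, even if other replicates fall short; inactive = all replicates below 60% inhibition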;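 also: 0% = neutral control wells and 100% = 4 µM acridine orange control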
# cardiac RTF act: increases calcium sensitivity of human cardiac regulated thin filaments | P19429+P45379 | IANBD-labeled TnC RTF fluorescence at EC20 calcium; 0% EC20 calcium, 100% full calcium | activation, % at 7.2 µM | 340,000 tested, 0.24% active | AID 493008;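 active = activation above the mean over all tested compounds plus 3 SD, cut at about 30% in these data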;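 also: rise in fluorescence read as greater calcium sensitivity of cardiac thin filaments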
# DAGLB inhibitor: diacylglycerol lipase beta (human) inhibition; 340,000 tested, 0.059% active; HEK293T DAGLB membrane lysate, EnzChek fluorogenic substrate; inhibition, % at 5.17 µM; AID 504411; in the data active = inhibition above about 34%;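 also: 0% = enzyme with vehicle and 100% = wells lacking enzyme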
# Target sequence (Q8NCG7 whole entry, looked up): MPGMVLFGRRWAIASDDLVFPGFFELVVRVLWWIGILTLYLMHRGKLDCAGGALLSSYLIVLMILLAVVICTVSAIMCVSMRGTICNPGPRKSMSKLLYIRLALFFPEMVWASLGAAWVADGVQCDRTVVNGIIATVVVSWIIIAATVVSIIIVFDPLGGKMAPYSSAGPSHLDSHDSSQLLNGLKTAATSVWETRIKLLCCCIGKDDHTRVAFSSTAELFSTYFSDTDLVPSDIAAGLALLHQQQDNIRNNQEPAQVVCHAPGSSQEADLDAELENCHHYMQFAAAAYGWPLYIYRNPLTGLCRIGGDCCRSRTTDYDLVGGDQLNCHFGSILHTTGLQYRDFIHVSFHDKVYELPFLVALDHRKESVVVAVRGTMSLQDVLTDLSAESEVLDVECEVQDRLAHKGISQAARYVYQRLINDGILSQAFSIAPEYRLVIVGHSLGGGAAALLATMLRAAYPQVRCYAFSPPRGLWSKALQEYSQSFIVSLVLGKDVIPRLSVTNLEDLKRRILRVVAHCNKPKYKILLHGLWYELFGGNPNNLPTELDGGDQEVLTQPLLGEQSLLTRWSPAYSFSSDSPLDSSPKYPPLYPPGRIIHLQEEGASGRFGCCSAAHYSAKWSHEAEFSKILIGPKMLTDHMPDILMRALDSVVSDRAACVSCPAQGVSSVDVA
# CAL PDZ FP-2: inhibitors of human CAL PDZ peptide binding | 300,000 tested, 0.92% active | inhibition, % at 24.9 µM | Q9HD26 | purified CAL PDZ, TMR-peptide fluorescence polarization, 1 h | AID 602252;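 active = mean inhibition of at least 30% with at least half of replicates also reaching 30%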;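 also: 0% = DMSO neutral control and 100% = excess unlabeled competitor peptide PRC23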
# Keap1-Nrf2 PPI: Keap1-Nrf2 (human) interaction inhibition; 340,000 tested, 0.15% active; Keap1 Kelch-Nrf2 peptide fluorescence polarization, 1536-well; inhibition, % at 9.4 µM; Q14145; in the data active = inhibition above about 12%;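 also: human Keap1 Kelch domain with fluorescein labeled Nrf2 9mer peptide probe; 0% = neutral control wells and 100% = peptide positive control; higher means more block of Keap1 binding to Nrf2 peptide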
# * = called active by the depositor; / = not tested or not shown.
no.	structure	PKA-R2B act	Rtt109 Vps75	CAL PDZ FP-2	cardiac RTF act	Keap1-Nrf2 PPI	C-LANA FP	DAGLB inhibitor	RTF Ca sens inh	SR-BI uptake up	CAL PDZ FP-1
1	CCNS(=O)(=O)c1ccc(CCC(=O)N2CCC(C)CC2)cc1	-1	3	-9	2	-2	0.5	-1	-11	-16	-0.7
2	O=C(Oc1ccc(-c2ccccc2)cc1)N1CCOCC1	4	1	-4	-4	2	-2.3	-5	6	3	-1.4
3	C/C(=N\c1nc2ccccc2n1C)c1cc(Cl)ccc1O	-4	17	1	6	-1	0.1	0	2	6	0.0
4	CCOCC(=O)NCc1ccc2c(c1)cc(C)n2C	0	18	-2	8	-2	3.5	1	-5	5	-0.6
5	Cc1ccc(CNC(=O)CCNC(=O)c2ccc(Br)o2)cc1	-3	-5	/	-2	0	0.7	1	1	12	-0.4
6	COc1cccc(C2SCC(=O)N2c2ccc(C)cc2)c1OC (stereo unspecified)	-9	2	2	2	1	2.5	-1	2	-1	-0.9
7	N#C/C(=C\c1ccc(N2CCCCC2)c([N+](=O)[O-])c1)c1nn(-c2ccccc2)c(N)c1C#N	-14	7	-1	2	-4	0.4	5	-1	-8	-0.6
8	CC1CCN(S(=O)(=O)c2ccc3c(c2)N(CC(=O)NCCCN2CCCCC2)C(=O)CS3)CC1	7	-5	-2	3	2	-0.2	1	-4	-6	-3.2
9	COc1ccccc1NC(=O)CN(C)S(=O)(=O)c1cc(C)ccc1OC	-1	2	3	-5	2	-1.2	0	0	-13	-1.2
10	COc1ccc(-c2cn(-c3ccc(C)cc3C)c(=O)[nH]2)cc1OC	-3	6	-2	6	-3	0.9	2	-5	0	0.1
11	Cc1nc(SCC(=O)NCCN2C(=O)CSC2=O)nc(C)c1C	-7	-7	/	-4	-1	0.2	-2	0	15	-0.2
12	N#CCCn1c(SCC(=O)N2CCN(S(=O)(=O)c3ccccc3)CC2)nc2ccccc21	-7	9	1	6	-1	-0.6	-6	-5	0	/
13	O=C1OC2(c3ccccc31)c1ccccc1-c1ccccc12	3	0	-3	6	2	-3.2	-3	2	-10	-2.5
14	O=C(NCC1CCCO1)c1cc(S(=O)(=O)N2CCOCC2)c(Cl)cc1Cl (stereo unspecified)	12	-4	0	-3	9	1.9	-1	-5	/	-1.7
15	COc1ccc(CNc2nnnn2C)cc1	-1	0	1	-13	-3	-0.1	2	0	14	0.1
16	O=C(OC1CCOC1=O)c1ccc(CO)cc1 (stereo unspecified)	-18	24	-2	1	-3	0.7	-2	-6	6	-1.7
17	CCOC(=O)c1cccc(NC(=O)c2ccc3c(c2)C(=O)N(CC2CCCO2)C3=O)c1 (stereo unspecified)	1	31	-3	4	3	0.8	-6	-6	-37	-3.1
18	CC(C)CC[n+]1ccn(C2=C([O-])c3ccccc3C(=O)/C2=N\S(=O)(=O)c2ccccc2)c1	-1	2	-5	6	-5	-0.3	4	-11	-37	1.0
19	Cn1cc(C(=O)N/N=C/c2c(O)ccc3ccccc23)ccc1=O	-7	-5	/	7	-5	0.5	6	-17	-102	-0.3
20	CCOC(=O)N1CCC(NS(=O)(=O)c2ccc(C)cc2)CC1	/	-9	-6	/	1	-0.6	/	/	23	0.3

# The results go on:
no.	structure	PKA-R2B act	Rtt109 Vps75	CAL PDZ FP-2	cardiac RTF act	Keap1-Nrf2 PPI	C-LANA FP	DAGLB inhibitor	RTF Ca sens inh	SR-BI uptake up	CAL PDZ FP-1
21	COc1ccc(CNC(=O)c2ccc[nH]2)cc1	-5	6	/	-9	-1	0.3	-1	-5	3	-1.6
22	Cc1ccc(C2(c3noc(CN(C)CC4CCCCO4)n3)CCCC2)cc1 (stereo unspecified)	6	-12	-2	-4	4	0.4	-5	-4	/	-2.4
23	O=C(CSc1nc2ccccc2o1)N/N=C/c1ccccc1C(=O)O	-4	-16	-1	6	0	-0.9	-2	-8	4	0.5
24	CCCCCC1CC(CC(=O)Nc2nncs2)C(=O)O1 (stereo unspecified)	-4	3	3	8	1	1.7	1	-4	6	-2.4
25	Cc1cccc(OCCC(=O)NCC(c2ccco2)N2CCCCC2)c1 (stereo unspecified)	0	0	/	4	-5	-2.1	0	-6	8	-0.2
26	CCn1c(SCC(=O)c2ccc(Br)cc2)nnc1C(C)NC(=O)Cc1ccc(OC)cc1 (stereo unspecified)	-10	-6	-1	-6	-1	0.2	-1	-1	-27	-1.4
27	Cn1c(=NC(=O)c2ccccc2[N+](=O)[O-])sc2cc(S(C)(=O)=O)ccc21	-13	-8	-5	4	-3	4.1	3	-3	-5	0.5
28	Cc1ccc(-c2cc(C(=O)N/N=C/c3ccc(Cl)cc3)n[nH]2)o1	-8	-1	-3	-4	-4	0.5	2	-6	/	-5.7
29	Cc1ccccc1NC1=C(Cl)C(=O)OC1OC(=O)c1ccco1 (stereo unspecified)	2	4	1	0	-6	-0.2	36*	0	20	-2.7
30	CC(=O)c1c(C)[nH]c(C(=O)N2CCCC(C)C2)c1C (stereo unspecified)	2	-5	-1	2	-5	-1.8	1	-3	8	0.3
31	CCOc1ccc(S(=O)(=O)NCCc2cn3ccccc3n2)cc1	-5	-1	-2	-1	-1	-0.1	-3	0	4	-1.9
32	Cc1cc(CNC(=O)C2CCC(=O)N(CCc3ccc(Cl)cc3)C2)no1 (stereo unspecified)	12	-7	45*	0	2	-2.2	1	1	6	-0.2
33	CCn1c(CNC(=O)c2ccc(F)cc2)cc2ccccc21	7	-3	0	5	-4	0.0	-1	-4	/	-2.5
34	COC(=O)c1ccc(NS(=O)(=O)c2ccc(Cl)cc2)o1	-1	5	-5	2	-5	0.2	9	0	14	0.5
35	COc1ccc(CN(C)C(=O)c2cccc(S(=O)(=O)N3CCc4ccccc43)c2)c(OC)c1	-5	-1	7	-1	6	-0.3	-1	1	10	-1.8
36	O=C(NC1CC1)C1CCN(C2CCN(C(=O)Cc3ccc(F)cc3)CC2)CC1	5	6	0	-2	-2	0.4	0	-6	12	-3.1
37	C=CCSc1nsc(NC(=O)Nc2cccc(C(C)=O)c2)n1	-8	-14	/	8	0	-0.6	-3	-5	-19	-7.7
38	O=C(CSc1ccc2nnc(-c3ccccc3)n2n1)N1CCCc2ccccc21	-6	-1	1	-7	1	-0.9	1	-13	16	-0.7
39	O=[N+]([O-])c1cc(S(=O)(=O)Nc2ccccc2)ccc1NCc1ccccc1	0	-7	-1	-2	-4	-0.9	0	-15	4	-2.1
40	CCn1cc([N+](=O)[O-])c(C(=O)N2N=C(c3ccc4ccccc4c3)CC2c2ccccc2O)n1 (stereo unspecified)	-13	0	1	-2	-1	0.3	-2	-5	-10	-4.3

# As entered above:
# Reading of no. 34 under DAGLB inhibitor: 9
# Reading of no. 25 under cardiac RTF act: 4

# Carrying on.
no.	structure	PKA-R2B act	Rtt109 Vps75	CAL PDZ FP-2	cardiac RTF act	Keap1-Nrf2 PPI	C-LANA FP	DAGLB inhibitor	RTF Ca sens inh	SR-BI uptake up	CAL PDZ FP-1
41	O=C(c1noc2c1CCCC2)N1CCc2ccccc2C1	-6	2	-2	-4	-5	-1.2	-7	1	4	-0.2
42	N#Cc1cc(-c2ccccc2)cn(Cc2c(Cl)cccc2Cl)c1=O	-4	-6	/	-2	-2	0.5	-2	-4	-15	0.2
43	COc1cc(OC)cc(-n2nnnc2SCC(=O)NCCc2ccc(OC)c(OC)c2)c1	3	-3	15	0	-1	-0.4	-2	-4	-13	-0.5
44	CC(C)OC(=O)c1cc(=O)[nH]c2ccccc12	-7	6	-4	6	-4	-1.4	2	9	11	-1.6
45	C/C(=N\O)C(=O)OC1CC(C)CCC1C(C)C (stereo unspecified)	-3	1	0	-3	2	1.1	-5	-4	-11	-1.4
46	Cn1c(CNC(=O)c2ccc(F)cc2)nc2ccccc21	1	11	/	-1	3	1.3	1	-15	0	-1.1
47	Cc1ccc(NC(=O)c2c(C(=O)Nc3ccccc3)sc3nc(C)cc(=O)n23)cc1	-16	/	-4	0	-3	-1.8	3	6	-39	-1.3
48	CCOC(=O)COc1ccc(S(=O)(=O)c2ccc(OCC(=O)OCC)cc2)cc1	3	-6	-1	-4	-4	-1.3	-2	-2	5	-0.6
49	Cn1c(N)c(C(=O)COc2ccc(Cl)cc2Cl)c(=O)n(C)c1=O	-1	-2	/	5	0	-0.6	0	-4	-10	0.0
50	Cc1ccc(C(=O)NCCONC(=O)c2ccc(C)cc2)cc1	6	-13	-4	-4	3	0.5	-1	-8	24	-0.7
51	COc1ccc(-c2ccc(S(=O)(=O)n3nc(OC(=O)c4cccs4)cc3N)cc2)cc1	3	6	2	-4	-1	1.3	11	9	-2	-0.5
52	C[C@H](CO)N1C[C@H](C)[C@@H](CN(C)Cc2ccc3c(c2)OCO3)Oc2ccc(NS(C)(=O)=O)cc2C1=O	-3	3	-2	4	2	-0.9	2	3	20	-0.9
53	Cc1onc(-c2c(F)cccc2Cl)c1C(=O)NCc1ccco1	11	-2	-4	13	-3	-1.3	1	3	3	-0.6
54	COC(=O)c1ccc(NC(=S)NN2CCCCC2c2cccnc2)cc1 (stereo unspecified)	-4	/	-5	1	4	0.0	-2	0	7	1.4
55	CCSC(=O)N=Nc1ccc(O)cc1	0	-10	2	0	-6	-3.0	3	-7	8	0.2
56	CC(=O)Nc1ccc2c(c1)nc1n2CCOC1	5	0	/	-1	0	0.2	0	-6	13	-1.7
57	CC1CCCCN1C(=O)CNCc1ccc(F)cc1 (stereo unspecified)	16	2	-17	-3	0	-0.2	-1	-4	1	/
58	CN(CC(=O)Nc1cccc(F)c1)C(=O)C1CSC2(C)CCC(=O)N12 (stereo unspecified)	-2	34	-1	-3	-5	0.1	-1	8	-3	-2.8
59	COC(=O)Cn1nnc(N2CCOCC2)n1	/	3	7	/	2	1.1	/	/	-2	-1.7
60	Nc1cccc2c3c(oc12)CCCC3	-3	-3	/	-5	0	-1.3	4	-10	0	0.0

# Going on with the list:
no.	structure	PKA-R2B act	Rtt109 Vps75	CAL PDZ FP-2	cardiac RTF act	Keap1-Nrf2 PPI	C-LANA FP	DAGLB inhibitor	RTF Ca sens inh	SR-BI uptake up	CAL PDZ FP-1
61	COc1ccc(C(=O)NC(C)c2ccncc2)cc1S(=O)(=O)N(C)Cc1ccccc1 (stereo unspecified)	3	10	-1	1	3	-0.5	3	-5	-21	-1.4
62	COc1ccc(-c2ccnc3ncnn23)cc1	-4	-1	-5	5	-5	0.4	0	13	37	-0.2
63	COC(=O)/C(=C\C=C\c1ccccc1)NC(=O)c1ccccc1	-1	5	-2	-2	-6	-0.5	-2	-4	-16	-2.8
64	O=C1NC(=S)S/C1=C\c1ccc(SCc2ccccc2)o1	-4	10	-1	-5	1	23	14	-9	36	-2.8
65	Cc1csc(NC(=O)CSc2nncn2C)n1	-4	-10	-6	-2	-2	-1.3	0	-15	1	-0.9
66	CCN(CCn1cccn1)Cc1cn[nH]c1-c1ccc(OC)cc1F	-2	-6	-6	6	-7	-1.1	0	13	19	-0.5

# No enrichment for hits; about 1.6% have a hit in one of these screens.
